BRCA1 expr up: qHTS Assay to Identify Small Molecule Activators of BRCA1 Expression. MCF7-BRCA1-FFLuc reporter, luminescence, 48 h; response scale: scaled: vehicle 0%, 10 µM genistein 100%. Potency, µM (doses to about 46.1 µM), for inactives: at the top dose activation, usual class: activators. 380,000 compounds, 1.1% hits. AID 624202, 2012; active = well fitted activation curve with a large enough effect; inconclusive = small, poorly fitted or top-dose-only effect; inactive = no such curve, though single readings can be large or run the other way; also: nearly all actives have a fitted effect of over 80% in size; some results filed as inactive show a strong effect at the top dose
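Quantitative HTS in MCF7 cells stably reporting BRCA1 expression via firefly luciferase. Compound treatment lasts 48 h at 37 °C in phenol-red free MEM. Activation is expressed relative to genistein at 10 microM and DMSO.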
An asterisk follows results filed as active; ? = inconclusive; & = joins results of further samples; [ ] = remark or other dose. Potency is read from the fitted curve at half-maximal effect. Not all compounds are listed; count on the stated rates, not on these rows.

SMILES	BRCA1 expr up
CC(C)C(=O)N1CCCC1(C)C(=O)Nc1ccc(F)cc1 (stereo unspecified)	22%
CCOC(=O)Nc1ccc2c(c1)Cc1cc([N+](=O)[O-])ccc1-2	?
CSCCC(c1nnnn1Cc1ccccc1)N1CCN(C/C=C/c2ccccc2)CC1 (stereo unspecified)	-34%
CCOC(=O)c1[nH]c(=S)n(-c2ccccc2)c1C(=O)OCC	5%
CCc1nc2ccc(C(=O)Nc3cccc(NS(C)(=O)=O)c3)cn2c1N(CC)Cc1cccc(Br)c1	-59%
Cc1cc2nc(-c3ccc(F)cc3)c(CC3CCCCC3)n2c(C)c1Br	-62%
O=C(O)c1ccccc1C(=O)c1ccc2oc(=O)[nH]c2c1	0%
CC(C)NC(=O)C1(C)CCN1C/C=C/c1ccccc1 (stereo unspecified)	-13%
Cc1nc2c(OCCOc3ccccc3)cccn2c1N(C)C(=O)CCC1CCCC1	1%
CC1(C(=O)NS(=O)(=O)c2ccccc2Cl)CCN1C(=O)c1ccccc1 (stereo unspecified)	2%
C[n+]1c(-c2ccccc2)cc2c(=Cc3ccc([N+](=O)[O-])cc3)c3ccccc3n21	-88%
CC(C(c1ccc2c(c1)OCO2)c1c(N)n(C)c(=O)n(C)c1=O)[N+](=O)[O-] (stereo unspecified)	-58%
O=[N+]([O-])c1ccc2c(c1)C=C/C2=C\c1ccccc1	2%
CCOC1=C2[C@@H](CN(S(=O)(=O)c3ccc(C)cc3)[C@H]2c2ccc(Cl)cc2)[C@H]2C(=O)N(c3ccccc3)C(=O)[C@H]2C1	10%
C/C=C/c1cccc(-c2nc(C(=O)N3CCCCC3)cc3c2[C@H](CCO)N(C(=O)NC(C)C)C3)c1	9%
O=C(NCc1cccc(C(F)(F)F)c1)c1ccc2sc([C@@H]3O[C@H](CO)[C@@H](O)[C@H]3O)nc2c1	3%
O=C(NC1CCCCCCC1)c1ccc(Br)cc1	?
COc1ccc(S(=O)(=O)N2CCCCC2c2cc(C(=O)Nc3ccc(F)c(Cl)c3)no2)cc1 (stereo unspecified)	-31%
COC(=O)[C@H]1[C@@H](C)N(Cc2ccccc2)C(=O)N[C@H]1c1cccc(C(F)(F)F)c1	-17%
CC(C)=CCC[C@H](C)C[C@@H]1Cc2[nH][nH]c(=O)c2[C@@H](c2ccc(F)cc2)O1	9%

17 compounds from above, arranged by SMILES length, rising:
SMILES	BRCA1 expr up
O=C(NC1CCCCCCC1)c1ccc(Br)cc1	?
CC(C)NC(=O)C1(C)CCN1C/C=C/c1ccccc1 (stereo unspecified)	-13%
CC(C)C(=O)N1CCCC1(C)C(=O)Nc1ccc(F)cc1 (stereo unspecified)	22%
O=C(O)c1ccccc1C(=O)c1ccc2oc(=O)[nH]c2c1	0%
O=[N+]([O-])c1ccc2c(c1)C=C/C2=C\c1ccccc1	2%
CCOC(=O)c1[nH]c(=S)n(-c2ccccc2)c1C(=O)OCC	5%
Cc1cc2nc(-c3ccc(F)cc3)c(CC3CCCCC3)n2c(C)c1Br	-62%
CCOC(=O)Nc1ccc2c(c1)Cc1cc([N+](=O)[O-])ccc1-2	?
Cc1nc2c(OCCOc3ccccc3)cccn2c1N(C)C(=O)CCC1CCCC1	1%
CSCCC(c1nnnn1Cc1ccccc1)N1CCN(C/C=C/c2ccccc2)CC1 (stereo unspecified)	-34%
CC(C(c1ccc2c(c1)OCO2)c1c(N)n(C)c(=O)n(C)c1=O)[N+](=O)[O-] (stereo unspecified)	-58%
COc1ccc(S(=O)(=O)N2CCCCC2c2cc(C(=O)Nc3ccc(F)c(Cl)c3)no2)cc1 (stereo unspecified)	-31%
CCc1nc2ccc(C(=O)Nc3cccc(NS(C)(=O)=O)c3)cn2c1N(CC)Cc1cccc(Br)c1	-59%
COC(=O)[C@H]1[C@@H](C)N(Cc2ccccc2)C(=O)N[C@H]1c1cccc(C(F)(F)F)c1	-17%
C/C=C/c1cccc(-c2nc(C(=O)N3CCCCC3)cc3c2[C@H](CCO)N(C(=O)NC(C)C)C3)c1	9%
O=C(NCc1cccc(C(F)(F)F)c1)c1ccc2sc([C@@H]3O[C@H](CO)[C@@H](O)[C@H]3O)nc2c1	3%
CCOC1=C2[C@@H](CN(S(=O)(=O)c3ccc(C)cc3)[C@H]2c2ccc(Cl)cc2)[C@H]2C(=O)N(c3ccccc3)C(=O)[C@H]2C1	10%

(listing goes on)
SMILES	BRCA1 expr up
CC(=O)N1c2ccccc2S(=O)(=O)c2c1ccc1ccccc21	-6%
Fc1ccc(Nc2nnc(-c3ccncc3)s2)cc1Cl	?
CN(C)CCC1(C2=CCCC2)CC/C(=C/c2ccc(Cl)cc2)C1=O (stereo unspecified)	-90%
CCOc1ccc(-c2cc(C(=O)NCc3ccc(F)cc3)[nH]n2)c(C)c1	1%
O=C(Nc1ccc(F)c(Cl)c1)Nc1nnc([C@H]2C[C@H](O)[C@@H](CO)O2)s1	11µM*
CC12CCC(=O)C=C1CCC1C2CCC2(C)C1CC1C3C(=O)N(Cc4ccccc4)C(=O)C3CC(=O)C12 (stereo unspecified)	-62%
COc1cccc(NC(=S)N2CCC(C(=O)c3ccc(F)cc3)CC2)c1	5%
NC(=O)CC1(c2ccccc2)CCCCC1	16%
CCCCCCN1CCN(C2CN(Cc3cn(CCCCCC)nn3)S(=O)(=O)C2)CC1 (stereo unspecified)	-2%
CCOC(=O)C1(C)CCCCCN1C(=O)/C=C/c1ccccc1 (stereo unspecified)	0%
Cc1ccc([C@@H]2C[C@H]3[C@@H](CN2S(=O)(=O)c2ccc(Cl)cc2)C(=O)C[C@@H](c2ccccc2)N3S(=O)(=O)c2ccc(C)cc2)cc1	-13%
Cc1cccc(OC(C)C(=O)Nc2ccc3c(c2)OCCO3)c1 (stereo unspecified)	28%
O=C(c1ccco1)N(Cc1cccnc1)C(c1ccccc1)c1nc2ccccc2[nH]1 (stereo unspecified)	1%
CNC1CCc2cc(OC)c(OC)c(OC)c2-c2ccc(SC)c(=O)cc21 (stereo unspecified)	?
Cc1cccc(NC(=O)CNC(=O)c2cc(S(=O)(=O)N(C)C)ccc2N2CCCC2)c1C	-24%
O=C(O)C(c1ccccc1)C1CCCCC1O (stereo unspecified)	-6%
C[C@@H]1CN([C@@H](C)CO)C(=O)CCCn2nncc2CO[C@@H]1CN(C)C(=O)c1ccncc1	1%
CC/C(=C\c1ccc(Cl)cc1)c1ccncc1	-21%
CCOC(=O)C1=NN(c2ccccc2)C2=NC(C)=C(C(=O)OC)C(c3cccs3)N12 (stereo unspecified)	-1%[1.84 µM]
Cc1cccc(NC(=O)CSc2nnc3ccc(-c4cccnc4)nn23)c1	2%
COc1c(C)cc(C(O)c2ncc(-c3ccccc3Cl)[nH]2)cc1C (stereo unspecified)	0%
COc1ccc(OCCNC(=O)C2(C)CCN2Cc2ccc(SC)cc2)cc1 (stereo unspecified)	-9%
CC1(C(=O)NS(=O)(=O)C2CC2)CCCN(C(=O)c2ccccc2OC(F)(F)F)C1 (stereo unspecified)	7%
O=C(Nc1ccc(-n2nncc2-c2ccccc2)cc1)c1ccccc1	12%
CC(C)(C)OC(=O)N(CCc1ccccc1)Cc1ccccc1OCc1cccc(NC(=O)C2CCCC2)c1	-6%
O=[N+]([O-])c1cccc(N=Cc2ccccc2)c1	-6%
CCC(=O)c1cc(Br)ccc1OCC(=O)N1CCN(S(=O)(=O)c2ccccc2)CC1	4%
CN(C)Cc1ccccc1CNC(=O)c1cccc(S(=O)(=O)Nc2ccc3c(c2)OCO3)c1	-18%
CCn1c(SCC(=O)c2cc(OC)ccc2OC)nnc1-c1ccncc1	-2%
COc1ccc(C(=O)NCc2csc(C)n2)cc1OC1CCN(C(C)=O)CC1	-12%
Clc1ccc(-c2nc3ccc(Br)cn3c2Cc2cccc(Cl)c2)cc1	5%
Cc1ccc(S(=O)(=O)N2C[C@H]3C(=O)C[C@@H](c4cccc(C)c4)N(S(=O)(=O)c4ccc(C)cc4)[C@H]3C[C@H]2c2ccccc2)cc1	-14%
C/C(=N\NC(=O)c1ccc(O)cc1)c1cccc(NC(=O)c2ccc(Cl)cc2)c1	5.6µM*
CC(C)CNc1ncnc2c1ncn2[C@H]1CN(Cc2cccs2)C[C@@H](CO)O1	-7%
CN(C)c1cccc(C(=O)N/N=C/c2ccoc2)c1	73%
c1ccc(-c2nc3c4ccccc4ccn3c2CC2CCCCC2)cc1	29%
CS(=O)(=O)n1c2ccccc2c(=O)n1-c1ccccc1CCl	15%
CCN1CCN(c2ccc(N3CCN(S(=O)(=O)c4cccc([N+](=O)[O-])c4)CC3)nn2)CC1	3%
Cc1ccc(CNCCCn2cnc3c(OCc4ccccc4)ncnc32)o1	9%
NC(=O)/C(=C\c1ccco1)NC(=O)c1ccc(Br)o1	17%

Molecules above that have a COOH group, in the order listed:
SMILES	BRCA1 expr up
O=C(O)c1ccccc1C(=O)c1ccc2oc(=O)[nH]c2c1	0%
O=C(O)C(c1ccccc1)C1CCCCC1O (stereo unspecified)	-6%

Carrying on:
SMILES	BRCA1 expr up
COc1ccc(CNC(=O)C2(CC3CC(c4ccccc4)=NO3)CCN(C(=O)C3(C)CC3)CC2)cc1 (stereo unspecified)	0%
O=C1NC[C@@H](Cc2cccc3ccccc23)N(CCc2cccc(F)c2)C1=O	5%
COc1ccc(S(=O)(=O)N2CCC[C@H]2C(=O)N2CCC[C@H]2C(=O)NCc2ccc(F)cc2F)cc1C	0%
C[C@@H]1CN([C@H](C)CO)C(=O)CCCn2nncc2CO[C@@H]1CN(C)C(=O)C1CC1	15%
O=S1(=O)C[C@H](N2CCC(Cc3ccccc3)CC2)[C@@H](COCc2ccccc2)N1	4%
CCCCN(CCCC)Cc1cc(=O)oc2cc(OC)c(Cl)cc12	11%
CNC[C@@H]1OCc2ccccc2-c2c(n(C)c3ccccc23)C(=O)N([C@H](C)CO)C[C@@H]1C	-9%
CCc1ccc([C@@H]2CC(=O)[C@@H]3CN(S(=O)(=O)c4ccccc4)[C@H](c4ccc(OC)cc4)C[C@@H]3N2S(=O)(=O)c2ccc(C)cc2)cc1	20%
CCCS(=O)(=O)NC(=O)C1(C)CCN(C(=O)c2cc3ccccc3s2)C1 (stereo unspecified)	0%
COc1ccc(Cl)cc1-c1cc(C(=O)NCc2cccc(Cl)c2)[nH]n1	-62%[inhibitor]
O=C(NCc1cccnc1)c1ccc2sc([C@H]3C[C@H](O)[C@@H](CO)O3)nc2c1	7%
CCOC(=O)CN(C(=O)c1snc(C(N)=O)c1N)C(C(=O)NCCC(C)C)c1ccc(C)cc1 (stereo unspecified)	2%
O=C(NCCOc1ccccc1)[C@@H]1CCCN1C(=O)c1cccs1	-4%
CC1=C(C(=O)N(C(C)C)C(C)C)CC(CC(=O)NCCN2CCOCC2)C(=O)N1CCC1=CCCCC1 (stereo unspecified)	0%
C[C@@H]1CN([C@@H](C)CO)C(=O)c2cc(Br)cnc2O[C@H]1CN(C)C(=O)C1CC1	7%
NC(c1ccccc1)c1cccs1 (stereo unspecified)	9%
COc1ccc([N+](=O)[O-])cc1NC(=O)COC(=O)C12CC3CC(CC(O)(C3)C1)C2	3%
Cc1ccc(NC(=O)[C@H](Cc2ccccc2)NC(=O)CC[C@H]2O[C@@H](n3ccc(=O)[nH]c3=O)[C@H](O)[C@@H]2O)cc1C	1%
Cc1cc(C)c(C)c(C(=O)C(=O)c2ccccc2)c1	-10%
CN(C(=O)c1cccc(NC(=O)Cc2ccc(NC(=O)C3CCN(C(=O)C4CCC4)CC3)cc2)c1)C1CC1	3%
O=C(Cn1nc(-c2ccccc2)ccc1=O)N1CCOCC1	0%
COCCNC(=O)C1(C)CCN(Cc2cccc(Oc3ccccc3)c2)C1 (stereo unspecified)	0%
O=C(Nc1nnc([C@@H]2C[C@H](O)[C@@H](CO)O2)s1)c1cccc(OC(F)(F)F)c1	10%
COc1ccc(-c2cc(C(=O)Nc3ccc(NC(C)=O)cc3)[nH]n2)c(C)c1	0%
CCOC(=O)c1nn(C)c2[nH]c(=O)n(C)c(=O)c12	-5%
N#Cc1ccccc1S(=O)(=O)N1CCN(c2nc(-c3ccccc3)nc3ccccc23)CC1	21%&23%
N#CC1C(=N)Cc2ccccc2-c2ccccc21 (stereo unspecified)	-71%
CCc1nc2c(OCc3ccc(C(F)(F)F)cc3)cccn2c1N(C)C(C)=O	3%
Cc1cccc(S(=O)(=O)NC(=O)C2(C)CCN2C(=O)CCC2CCCC2)c1 (stereo unspecified)	10%
CC1(C(=O)NS(=O)(=O)C2CC2)CCN(C(=O)c2cccc(Cl)c2)C1 (stereo unspecified)	0%
[O-]C(=C(C(=S)Nc1cccc2ccccc12)[n+]1cccc(CO)c1)c1ccc(Cl)s1	-53%
O=S(=O)(c1ccc2ccccc2c1)N1CCN(c2nc(-c3ccccc3)nc3ccccc23)CC1	3%
Cn1c(Oc2cccnc2CN2CCCC2)nc2cc(-c3cccc(C(F)(F)F)c3)sc2c1=O	2%
NC(=O)c1cc(Sc2ccccc2)nc2ccccc12	-1%
COC(=O)C[C@H]1C[C@@H]2c3cc(NS(=O)(=O)c4cccc(OC)c4)ccc3O[C@@H]2[C@@H](CO)O1	-8%
CC1=C(O)C(=O)C(c2c(C)cc(C)c(Br)c2C)=C(O)C1=O	-28%
COc1ccc(-c2cnc(C(O)c3ccc(-c4ccccc4)cc3)[nH]2)cc1 (stereo unspecified)	-6%
Cn1c2c(c(=O)n(C)c1=O)C(c1ccc(C(F)(F)F)cc1)CC(=O)N2 (stereo unspecified)	0%
COc1ccc2c(CN(Cc3ccccc3)Cc3ccccc3)cc(=O)oc2c1	-18%
C[C@H](CO)N1C[C@H](C)[C@@H](CN(C)S(C)(=O)=O)OCc2cnnn2CCCC1=O	-2%
COc1ccc(O)c(C(=O)CC(=O)c2cccnc2)c1	61%
Cc1ccc(S(=O)(=O)CCC(=O)OCC(=O)Nc2sccc2C#N)cc1	4%
COc1ccccc1-c1cnc(C(O)c2c(C)cc(C)cc2C)[nH]1 (stereo unspecified)	0%
Cc1ccc(OCC(COCc2ccccc2)NC(C)C)cc1 (stereo unspecified)	-17%
CN(CCNC(=O)c1c[nH]c2c1ccc1ccccc12)CCNC(=O)c1c[nH]c2c1ccc1ccccc12	-89%

Assay outcomes as filed in PubChem BioAssay.
